GlmU inhibition = inhibition of mycobacterial GlmU enzyme – biochemical, glucosamine-1-phosphate acetyltransferase (AID 1376) | M. tuberculosis GlmU acetyltransferase enzyme assay; higher % means a stronger effect | one-dose inhibition, %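 (tested at 30 µM in the primary screen)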; IC50 in µM for titrated hits | 220,000 tested, 0.25% active; in the data active = inhibition above about 13%;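 also: 0% = complete reaction with vehicle and 100% = reaction without substrate; strong numbers were not always called active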
RmlCD inh 1536 = M. tuberculosis RmlC/RmlD inhibition; P9WH09+P9WH11; RmlC+RmlD coupled enzyme assay, percent inhibition; primary screen in compound mixtures; inhibition, % at 3.6 µM; 160,000 tested, 0.03% active; AID 1533; in the data active = inhibition mostly above about 34%, no sharp cut-off; also: some results filed as inactive read as strong as hits
Target sequence (P9WH09 whole entry, looked up): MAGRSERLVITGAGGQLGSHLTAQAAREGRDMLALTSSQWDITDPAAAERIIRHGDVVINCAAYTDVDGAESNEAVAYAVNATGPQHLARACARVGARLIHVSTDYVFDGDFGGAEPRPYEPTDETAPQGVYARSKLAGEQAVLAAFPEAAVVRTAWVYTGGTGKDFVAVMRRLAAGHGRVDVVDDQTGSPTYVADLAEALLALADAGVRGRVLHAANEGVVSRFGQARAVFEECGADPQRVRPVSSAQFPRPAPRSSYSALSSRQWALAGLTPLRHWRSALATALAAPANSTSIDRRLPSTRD
Target sequence (P9WH11 whole entry, looked up): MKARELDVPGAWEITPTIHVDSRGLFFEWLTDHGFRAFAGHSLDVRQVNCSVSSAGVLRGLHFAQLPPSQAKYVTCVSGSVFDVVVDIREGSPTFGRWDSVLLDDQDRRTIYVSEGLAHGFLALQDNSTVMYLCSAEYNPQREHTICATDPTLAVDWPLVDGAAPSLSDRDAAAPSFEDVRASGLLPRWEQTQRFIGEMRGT
The depositor's hits bear a star; . = no result given. Only part of the results is shown. The share of hits here may be higher or lower than overall.

Preview, 28 compounds:
Values run as follows: GlmU inhibition | RmlCD inh 1536
> OCC1(Cc2cccc(C(F)(F)F)c2)CCN(Cc2cc3ccccc3o2)CC1
→ 6.2% | 10
> CCOCCCNCc1cc(Cl)cc(Cl)c1OCC
→ 3.3% | -11
> O=C(Cn1cnc2cc([N+](=O)[O-])ccc2c1=O)Nc1cccc(S(=O)(=O)N2CCOCC2)c1
→ -3.6% | -6
> COc1ccc2nc(SCC(=O)NN)cc(C)c2c1
→ -1.6% | -5
> CCOC(=O)c1nn(-c2ccc(F)cc2)c(=O)c2c(N)scc12
→ 3.2% | 2
> N#Cc1cnn(Cc2ccccc2)c1N
→ 1.1% | 2
> Clc1ccc(-c2ccc(CNCC3CCCO3)o2)cc1 (stereo not given)
→ 2.1% | -7
> O=c1c2ccccc2c(-c2ccccc2)nn1Cc1ccccc1
→ 1.4% | 3
> CCOCCCNC(=O)C1CCN(S(=O)(=O)c2ccc(C)cc2)CC1
→ 2.5% | .
> O=C(Cn1ncc2c(=O)oc3ccccc3c21)N1CCN(c2ccccn2)CC1
→ 4.7% | 11
> COCCNC(=O)COC(=O)C1=Cc2ccccc2OC1
→ 1.7% | -3
> NCCCSC1=NCCCN1
→ -4.9% | 34
> Clc1ccccc1OCc1nnc2n1CCCCC2
→ -0.3% | .
> CCC(=O)NNc1nc2c(F)cc(F)cc2s1
→ 0.1% | -1
> C=CCn1c(N)c(C(=O)Nc2ccc(C)cc2)sc1=S
→ . | 60
> CCN(C(=O)CSc1nc2ccccc2n1CC)C1CCS(=O)(=O)C1 (stereo not given)
→ 7.9% | 7
> Cc1ccc2nc(C(F)C(F)(F)F)[nH]c2c1 (stereo not given)
→ 2.9% | 8
> Cc1ccccc1OCC(O)Cn1c2ccccc2c2ccccc21 (stereo not given)
→ 0.2% | 7
> O=C(Nc1ccccc1)Oc1ccc[nH]c1=O
→ -4.0% | -6
> O=C(COC(=O)c1ccc(O)cc1)Nc1ncc(Cl)cc1Cl
→ 4.3% | -12
> Cc1ccc(OC(C)c2nnc(N)s2)cc1Cl (stereo not given)
→ . | 10
> CCCCCC(=O)NC(NC(=S)Nc1ccc(S(N)(=O)=O)cc1)C(Cl)(Cl)Cl (stereo not given)
→ -1.4% | 0
> COc1ccccc1NC(=O)Nc1cnccn1
→ 1.1% | .
> O=C1SCC(c2ccccc2)=NN1Cc1ccccc1
→ -3.4% | -9
> Cc1cc(C)c(S(=O)(=O)Nc2ccc3c4c(cccc24)CC3)c(C)c1
→ 4.9% | 5
> COc1ccc(S(=O)(=O)N2CCOCC2)cc1NC(=O)CSc1nnc2c(n1)[nH]c1ccccc12
→ -1.2% | .
> CCN(C(=O)c1ccnn1C)c1ccccc1
→ 1.3% | 4
> CCOc1cc(N(CC)CC)ccc1/C=C(/C#N)c1nc2ccccc2[nH]1
→ . | 19

Results (from the top)
Values run as follows: GlmU inhibition | RmlCD inh 1536
> OCC1(Cc2cccc(C(F)(F)F)c2)CCN(Cc2cc3ccccc3o2)CC1
→ 6.2% | 10
> CCOCCCNCc1cc(Cl)cc(Cl)c1OCC
→ 3.3% | -11
> O=C(Cn1cnc2cc([N+](=O)[O-])ccc2c1=O)Nc1cccc(S(=O)(=O)N2CCOCC2)c1
→ -3.6% | -6
> COc1ccc2nc(SCC(=O)NN)cc(C)c2c1
→ -1.6% | -5
> CCOC(=O)c1nn(-c2ccc(F)cc2)c(=O)c2c(N)scc12
→ 3.2% | 2
> N#Cc1cnn(Cc2ccccc2)c1N
→ 1.1% | 2
> Clc1ccc(-c2ccc(CNCC3CCCO3)o2)cc1 (stereo not given)
→ 2.1% | -7
> O=c1c2ccccc2c(-c2ccccc2)nn1Cc1ccccc1
→ 1.4% | 3
> CCOCCCNC(=O)C1CCN(S(=O)(=O)c2ccc(C)cc2)CC1
→ 2.5% | .
> O=C(Cn1ncc2c(=O)oc3ccccc3c21)N1CCN(c2ccccn2)CC1
→ 4.7% | 11
> COCCNC(=O)COC(=O)C1=Cc2ccccc2OC1
→ 1.7% | -3
> NCCCSC1=NCCCN1
→ -4.9% | 34
> Clc1ccccc1OCc1nnc2n1CCCCC2
→ -0.3% | .
> CCC(=O)NNc1nc2c(F)cc(F)cc2s1
→ 0.1% | -1
> C=CCn1c(N)c(C(=O)Nc2ccc(C)cc2)sc1=S
→ . | 60

2 entries picked at random from those above:
Values run as follows: GlmU inhibition | RmlCD inh 1536
> O=c1c2ccccc2c(-c2ccccc2)nn1Cc1ccccc1
→ 1.4% | 3
> COc1ccc2nc(SCC(=O)NN)cc(C)c2c1
→ -1.6% | -5

Continued:
Values run as follows: GlmU inhibition | RmlCD inh 1536
> CCN(C(=O)CSc1nc2ccccc2n1CC)C1CCS(=O)(=O)C1 (stereo not given)
→ 7.9% | 7
> Cc1ccc2nc(C(F)C(F)(F)F)[nH]c2c1 (stereo not given)
→ 2.9% | 8
> Cc1ccccc1OCC(O)Cn1c2ccccc2c2ccccc21 (stereo not given)
→ 0.2% | 7
> O=C(Nc1ccccc1)Oc1ccc[nH]c1=O
→ -4.0% | -6
> O=C(COC(=O)c1ccc(O)cc1)Nc1ncc(Cl)cc1Cl
→ 4.3% | -12
> Cc1ccc(OC(C)c2nnc(N)s2)cc1Cl (stereo not given)
→ . | 10
> CCCCCC(=O)NC(NC(=S)Nc1ccc(S(N)(=O)=O)cc1)C(Cl)(Cl)Cl (stereo not given)
→ -1.4% | 0
> COc1ccccc1NC(=O)Nc1cnccn1
→ 1.1% | .
> O=C1SCC(c2ccccc2)=NN1Cc1ccccc1
→ -3.4% | -9
> Cc1cc(C)c(S(=O)(=O)Nc2ccc3c4c(cccc24)CC3)c(C)c1
→ 4.9% | 5
> COc1ccc(S(=O)(=O)N2CCOCC2)cc1NC(=O)CSc1nnc2c(n1)[nH]c1ccccc12
→ -1.2% | .
> CCN(C(=O)c1ccnn1C)c1ccccc1
→ 1.3% | 4
> CCOc1cc(N(CC)CC)ccc1/C=C(/C#N)c1nc2ccccc2[nH]1
→ . | 19
> Cc1ccc(C(C)n2cc(C(=O)NCc3cccnc3)nn2)cc1 (stereo not given)
→ 2.4% | 2
> c1ccc2cc3[nH]c(CN4CCOCC4)nc3cc2c1
→ 0.1% | .
> CCOc1ccc(NC(=O)C(Cc2ccccc2)N2C(=O)c3cccc4cccc(c34)C2=O)cc1 (stereo not given)
→ 6.0% | .
> CCC(=O)N1CCc2cc(S(=O)(=O)Nc3ccc4c(c3)OCCO4)ccc21
→ 1.0% | 12
> CCOC(=O)CC(=O)c1[nH]c(C)c(C(=O)OCC)c1C
→ -1.6% | .
> CC1CC(C)CN(C(=O)c2ccc(CNc3c(N4CCCC4)c(=O)c3=O)cc2)C1 (stereo not given)
→ 2.9% | 5
> CC(=O)Nc1c(C)ccc(S(N)(=O)=O)c1C
→ 2.1% | 4
> OCCC1CN(Cc2nc3ccccc3s2)CCN1C1CCCCC1 (stereo not given)
→ 0.4% | .
> Cc1c(O)nc(SCC(=O)Nc2ccc3c4c(cccc24)CC3)n(-c2ccc(F)cc2)c1=O
→ -5.3% | -9
> O=C1N/C(=N\N=C\c2ccc3ncccc3c2)SC1Cc1ccc(SC(F)F)cc1 (stereo not given)
→ 1.0% | 7
> COc1ccc(/C(C)=C(\C#N)C(=O)OC(C)C)cc1OC
→ -4.5% | 8
> CS(=O)(=O)Nc1nnc(Cc2ccccc2)s1
→ 2.9% | -8
> Cc1cccc(Nc2nc(NC(C)C)nc(Oc3ccc(=O)n(C)n3)n2)c1
→ -0.6% | .
> O=C1OCC(CO)(CO)N=C1NNc1cc(Cl)ccc1Cl
→ 4.9% | 9
> CCn1nccc1C(=O)Nc1ccc(Cl)cn1
→ -4.3% | .
> CCc1nnc(NC(=O)CSc2nnc(Cc3ccccc3)o2)s1
→ -2.8% | -5
> CC(=O)c1cc(-c2ccc(F)cc2)n(CCC(=O)Nc2cccnc2)c1C
→ -1.6% | -6
> COc1ccc(-c2cn3ccsc3n2)cc1
→ -5.8% | -7
> CC(=O)c1cc(F)c(N2CCCC2)cc1C
→ 2.2% | .
> C=CCSC1=C(C#N)C2(CCCCC2)C(C#N)C(=O)N1 (stereo not given)
→ 9.1% | .
> COc1ccc(C(=O)N/N=C2\CCc3ccccc32)cc1OC
→ 4.1% | -10
> CCOC(=O)c1c(C)n(Cc2ccc3c(c2)OCO3)c2ccc(O)cc12
→ 2.5% | .
> Cc1ccc(S(=O)(=O)N(C)C)cc1NC(=S)NC(C)CCCC(C)C (stereo not given)
→ -6.5% | -3
> Cc1cc(Cl)ccc1OCC(=O)OC(C)C(=O)NC(N)=O (stereo not given)
→ -0.6% | .
> CCN(CC)S(=O)(=O)c1cccc(NC(=O)C2SC(=Nc3ccc(C)cc3C)C(C(=O)NC(C)COC)=C2N)c1 (stereo not given)
→ -1.4% | .
> O=S(=O)(Nc1nc2ccccc2nc1OCC(F)(F)F)c1cccs1
→ 1.3% | -1
> COCCn1c(=O)[nH]c2cc(C(=O)NCCCN3CCN(c4ccc(F)cc4)CC3)ccc2c1=O
→ 2.1% | 10
> COc1ccc(-n2c(C)cc(C(=O)Cn3c(NCCO)nc4ccccc43)c2C)cc1
→ 2.2% | -12
> CCOC(=O)CSc1nsc(SCC(=O)OCC)c1C#N
→ 2.1% | .
> CC1CCN(CCCNC(=O)CCCNC(=O)Cn2cnc3sc4c(c3c2=O)CCCC4)CC1
→ -6.3% | 12
> CCC(=O)N1CCc2cc(S(=O)(=O)CCC(=O)Nc3ccc(C)cn3)ccc21
→ 0.4% | -9
> CCOc1ccc(CCNC(=O)c2cccc(C#N)c2)cc1OCC
→ 2.7% | 10
> CC12CCC3C(CC=C4CC5(CCC43C)OCCO5)C1CCC2=O (stereo not given)
→ -2.9% | -14
> CCN(Cc1cc(=O)[nH]c2ccccc12)C(=O)C(C)C
→ 0.6% | -5
> Cc1sc2nc(SCC(=O)NCCOCCO)n(C)c(=O)c2c1C
→ 7.5% | 7
> COC(=O)CCCC[C@H]1SC[C@H]2NC(=O)N[C@]21O
→ -7.7% | .
> Cc1ccc(C(=O)Nc2cccnc2)cc1[N+](=O)[O-]
→ 7.7% | -8
> COc1ccccc1N1CCN(C2CCN(C(=O)c3cccc(F)c3)CC2)CC1
→ -0.2% | -6
> Cc1ncc(CO)c(/C=N/NC(=O)c2ccc(O)cc2)c1O
→ 2.5% | -9
> CC12COC3(C(=O)N4CCN(c5ccccn5)CC4)CC1CCC32C (stereo not given)
→ 5.8% | .
> COc1ccc(C)cc1NC(=O)CN(c1ccc(C)cc1)S(C)(=O)=O
→ -4.3% | -18
> CC1=C(C(=O)OC2CCCCC2)C(c2cccnc2)n2ncnc2N1 (stereo not given)
→ 2.1% | .
> CCC(C(=O)O)P(=O)(c1ccc(Cl)cc1)c1ccc(Cl)cc1 (stereo not given)
→ -4.5% | 5
> NC(=O)N/N=C\c1cc(Br)ccc1O
→ 8.3% | -15
> COc1cccc(N2C(=O)C(Cc3c[nH]c4ccccc34)NC2=S)c1 (stereo not given)
→ 4.3% | -15
> O=C1CCN(S(=O)(=O)c2ccccc2)CCN1CCOCc1cccc(F)c1
→ -3.6% | .
> CCc1c(C)sc(NC(=O)c2ccco2)c1C(=O)N1CCCCC1
→ 0.9% | .

More results.
Values run as follows: GlmU inhibition | RmlCD inh 1536
> C=C(C)Cn1c(C2CC(=O)N(Cc3ccccc3)C2)nc2ccccc21 (stereo not given)
→ 8.3% | .
> Cc1cccc(C(=O)NC(=S)N2CCN(c3ccc([N+](=O)[O-])cc3)CC2)c1
→ 3.0% | -10
> CCCn1c(NCc2ccc(C)o2)nc2ccccc21
→ -4.8% | 7
> CCCn1cc(S(=O)(=O)CC(=O)N2CCc3ccccc32)c2ccccc21
→ -2.1% | 5
> Cc1cc(C)c2ccc(C)[n+]([O-])c2c1O
→ 5.7% | 0
> CCC1(CCc2ccncc2)C(=O)NC(=O)NC1=O
→ 3.2% | -4
> O=C(NCc1ccco1)C1CCCN1C(=O)Nc1ccccc1Cl (stereo not given)
→ 3.0% | 3
> COc1ccc([N+](=O)[O-])cc1N(CC(=O)NC1CCCC1)S(C)(=O)=O
→ 1.2% | 1
> CCOC(=O)C1=C(C)NC(=O)NC1c1cc(C)sc1C (stereo not given)
→ 1.7% | -1
> CC(C)N(C(=S)Nc1cccc(C(F)(F)F)c1)C(C)c1ccccn1 (stereo not given)
→ -2.2% | -12
> COc1ccc2[nH]c(=O)c(CN(Cc3cccs3)C(=S)Nc3cccc(C)c3)cc2c1
→ -4.9% | -3
> CCOc1ccc(C2c3[nH]c4ccccc4c3CCN2Cc2cccn2-c2ncccn2)cc1 (stereo not given)
→ 8.2% | -6
> CN(C)C(=O)Cn1c(SCC(=O)N2CCCc3ccccc32)nc2ccccc21
→ 7.7% | -10
> COc1cc2ccccc2cc1C(=O)Nc1ccc(N2CCN(C)CC2)cc1
→ -1.2% | .
> Cc1ccc(S(=O)(=O)N(CC(=O)O)c2ccc(Cl)c(C(F)(F)F)c2)cc1
→ -3.4% | 0
> CS(=O)(=O)c1ccc2nc(NC(=O)C3COc4ccccc4O3)sc2c1 (stereo not given)
→ 1.1% | .
> O=S(=O)(c1cccc(-c2nnc(-c3ccc(Br)cc3)o2)c1)N1CCCCCC1
→ -3.1% | .
> CC(=O)Nc1ccc(S(=O)(=O)NC(C)C(=O)NC(C)c2ccccc2)cc1 (stereo not given)
→ 1.7% | 69
> Cc1cc(C)c2c(N)c(C(=O)NN)sc2n1
→ -0.2% | -8
> Cc1cc(C)n(CC(=O)n2nc(C)cc2C)n1
→ . | -11
> O=[N+]([O-])c1cccc(/C=N/Nc2ccccn2)c1
→ 0.7% | -5
> Cc1cc[n+](-c2ccccc2)c2ccccc12
→ -3.4% | 8
> O=C(NCc1ccco1)c1cc(-c2ccccc2)c(N2CCOCC2)s1
→ 0.2% | 11

High-throughput results (PubChem BioAssay)
